Screening results from PubChem BioAssay.
PostGolgi ctrl – growth inhibition of yeast control strain, primary screen, counter-screen for post-Golgi transport modulator project; efflux-deficient yeast background strain, growth absorbance A615, 16 h; inhibition, % at 10 µM; 5% of 98,000 active
sEH inh – soluble epoxide hydrolase inhibitors, primary screen, biochemical, human sEH | AID 707, 2007 | inhibition, % at 2 µM | 0.34% of 91,000 active | recombinant human sEH enzymatic activity assay | Bifunctional epoxide hydrolase 2 (Homo sapiens), P34913; in the data active = inhibition above about 80%; also: values of inactives mirror those of a sister screen read the other way; many of its hits are not listed in these tables
Target sequence (P34913 whole entry, looked up): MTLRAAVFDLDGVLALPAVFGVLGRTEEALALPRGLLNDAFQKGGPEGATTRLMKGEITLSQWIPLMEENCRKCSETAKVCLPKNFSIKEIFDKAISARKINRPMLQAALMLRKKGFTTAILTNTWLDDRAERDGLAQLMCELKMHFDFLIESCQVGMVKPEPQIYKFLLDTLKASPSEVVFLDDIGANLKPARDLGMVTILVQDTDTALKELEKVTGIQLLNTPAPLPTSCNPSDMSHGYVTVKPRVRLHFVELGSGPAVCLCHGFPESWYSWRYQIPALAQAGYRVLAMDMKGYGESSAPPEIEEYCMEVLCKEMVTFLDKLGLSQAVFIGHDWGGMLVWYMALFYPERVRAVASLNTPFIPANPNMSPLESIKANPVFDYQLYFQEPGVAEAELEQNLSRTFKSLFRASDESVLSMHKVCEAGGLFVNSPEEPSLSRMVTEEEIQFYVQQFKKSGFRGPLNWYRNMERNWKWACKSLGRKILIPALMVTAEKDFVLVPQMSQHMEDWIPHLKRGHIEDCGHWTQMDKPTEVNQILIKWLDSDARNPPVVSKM
E coli WT exp – growth inhibitors of wild-type E. coli, primary screen, strain BW25113, expanded library, OD600. OD600 absorbance. AID 710, 2007. 0.15% of 98,000 active. growth inhibition, % at 100 µM;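 active = growth inhibition above about 50% at one test dose, limit read from the data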;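 also: growth measured after 20 h incubation at 37 °C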
S1P2 blocker – human S1P2 receptor antagonists, primary screen, cell-based. Sphingosine 1-phosphate receptor 2 (Homo sapiens), O95136. cell-based S1P2 antagonist assay, inhibition at 5 uM. inhibition, % at 5 µM. 0.21% of 97,000 active; in the data active = inhibition above about 45%;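 also: CRE beta-lactamase reporter cells expressing human S1P2 stimulated with S1P; 0% = agonist at EC80 alone and 100% = agonist plus reference antagonist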
Target sequence (O95136 whole entry, looked up): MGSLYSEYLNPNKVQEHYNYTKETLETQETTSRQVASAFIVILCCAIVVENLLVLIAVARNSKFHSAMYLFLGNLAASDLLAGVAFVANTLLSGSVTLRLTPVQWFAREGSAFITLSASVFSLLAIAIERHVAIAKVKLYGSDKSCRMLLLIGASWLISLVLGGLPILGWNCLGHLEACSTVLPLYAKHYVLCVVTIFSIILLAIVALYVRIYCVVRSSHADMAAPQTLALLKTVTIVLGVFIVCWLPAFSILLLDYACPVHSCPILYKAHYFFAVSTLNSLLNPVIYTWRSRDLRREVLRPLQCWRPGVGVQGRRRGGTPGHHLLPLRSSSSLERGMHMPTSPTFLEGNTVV
S1P2 agonist – S1P2 receptor agonists, primary screen, cell-based; activation, % at 4.5 µM; S1P2-expressing cell line, agonist reporter read-out; Sphingosine 1-phosphate receptor 2 (Homo sapiens), O95136; 0.46% of 97,000 active; in the data active = activation above about 16%;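 also: 0% = vehicle low control and 100% = maximal reference agonist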
CD11b adhes inh – inhibitors of CD11b/CD18 adhesion to fibrinogen, primary screen, K562 cells, luminescence | Integrin beta-2 (Homo sapiens) + Integrin alpha-M (Homo sapiens), P05107+P11215 | ATPlite luminescence; Mn2+ added to activate the integrin | inhibition, % at 10 µM | 0.54% of 93,000 active;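 active = primary inhibition of 50% or more at 10 µM, then 40% or more on retest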; also: some results filed as inactive read as strong as hits
PLAP activator – PLAP enzyme activators, biochemical, luminescence, HTS. Alkaline phosphatase, placental type (Homo sapiens), P05187. purified PLAP enzyme, luminescent substrate read-out; active compounds read high. activation fold at 20 µM. 1.2% of 96,000 active; in the data active = activation fold above about 2
sEH act – soluble epoxide hydrolase activators, primary screen, biochemical, human sEH. Bifunctional epoxide hydrolase 2 (Homo sapiens), P34913. purified human sEH enzymatic activity, activator screen. activation, % at 2 µM. 0.04% of 91,000 active; in the data active = activation above about 37%; also: values of inactives mirror those of a sister screen read the other way
PostGolgi yeast – phenotypic screen on post-Golgi transport, primary screen; inhibition, % at 10 µM; post-Golgi transport phenotypic cell assay; 0.9% of 98,000 active;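 also: yeast cells grown in 1536-well plates; yeast grown about 18 h at 30C before absorbance read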
* = called active by the depositor; / = no result given. Rule as the data show it, unless noted: active = inhibition above about 30%; inactive = the rest.

SMILES	PostGolgi ctrl	sEH inh	E coli WT exp	S1P2 blocker	S1P2 agonist	CD11b adhes inh	PLAP activator	sEH act	PostGolgi yeast
O=C(CSc1nnc(-c2cccs2)n1-c1ccccc1)N1CCCc2ccccc21	-5	0	-6	-42	4	-17	1.5	2	3
Cn1c(NC(=O)c2ccc(F)c(F)c2)cc(=O)n(C)c1=O	1	/	3	/	/	3	0.9	/	-4
O=C1N=C(N2CCOCC2)SC1=C1CCCCC1	1	/	-4	/	/	-14	1	/	0
Cc1ccc(N(Cc2ccc(C(=O)NC3CCCCC3)cc2)S(C)(=O)=O)cc1C	8	31	1	31	-2	4	1.1	-32	-4
COCCSc1ccccc1C(=O)NCc1ccc(S(N)(=O)=O)cc1	5	6	4	-6	-5	63	1	-5	-1
Cc1nn(C(=O)c2c([N+](=O)[O-])cnn2C)c(C)c1Cl	/	0	/	-13	-1	/	/	0	/
COc1ccc(Cc2nnc(NC(=O)c3ccc(Cl)c([N+](=O)[O-])c3)s2)cc1	0	15	-2	-8	-1	/	1.1	-15	2
c1ccc(COc2ccc(OCCOCCn3cncn3)cc2)cc1	-2	8	-5	-17	-1	-4	0.9	-5	-10
COc1ccc(N2C(=O)C(CC(=O)Nc3ccccc3)N(Cc3ccc4c(c3)OCO4)C2=O)cc1 (stereo not drawn)	-3	3	1	10	-3	4	0.9	-4	18
COc1ccc(OC)c(N=c2ssnc2Cl)c1	5	-4	24	-4	-2	/	1	1	-5
Clc1ccccc1CN(Cc1ccccc1)C(c1cccs1)c1nnnn1C1CCCC1 (stereo not drawn)	0	-2	-9	-27	1	10	1	4	7
O=C(O)CCN1C(=O)C(=C2CCCCCC2)SC1=S	1	/	13	12	-10	1	1.5	/	0
Cc1ccc(C)c(NC(=O)CCN2CC(C)OC(C)C2)c1 (stereo not drawn)	16	-14	-5	6	-4	-18	1	16	1
CCOc1cc2[nH]c(=S)n(CCCN3CCOCC3)c(=O)c2cc1OCC	26	/	0	/	/	17	1.7	/	2
CCOc1ccc(Cn2nnc(C(=O)NCc3ccccc3)c2N)cc1	16	/	-2	-26	-1	6	0.8	/	4
Cc1nnc(NC(=O)CC(CN(C)S(=O)(=O)c2ccccc2)c2ccccc2)s1 (stereo not drawn)	9	2	-8	-2	-3	3	1.1	2	1
CCOc1cccc(C(=O)Nc2ccc(N3CCN(S(C)(=O)=O)CC3)cc2)c1	-3	36	-7	18	-7	-21	0.9	-36	-2
Cc1cc(C)c(OCCN2C(=O)NC(C)(C)C2=O)c(Cl)c1	6	-4	9	12	-1	-2	1.2	4	-6
O=c1c(Cc2ccccc2O)c(O)nc2n1CCCS2	1	/	2	/	/	-11	0.9	/	3
CCOC(=O)c1cc(S(=O)(=O)N2CCN(C(=O)OCC)CC2)cn1C	-5	-4	8	-3	-6	-16	1.1	2	5
O=C(CSc1nnc(-c2ccccn2)n1Cc1ccccc1)NC1CCCC1	1	-2	4	1	-5	9	0.9	4	18
O=S(=O)(Nn1cnnc1)c1ccccc1Cl	2	2	-5	17	-2	-44	1.1	-1	2
O=C(CCC(=O)OC(C(=O)c1ccccc1)c1ccccc1)Nc1ccccc1 (stereo not drawn)	7	15	5	1	-3	-2	1	-14	-6
CCCN1C(=O)NC2(O)C(=O)c3ccccc3C12O (stereo not drawn)	2	10	-1	-1	-5	6	1	-8	9
COC(=O)c1[nH]c(C)c(/C(O)=C2\C(=O)C(=O)N(CCN(C)C)C2c2cccs2)c1C (stereo not drawn)	3	-2	3	8	-2	/	1	2	4
CCn1cc(S(=O)(=O)CC(=O)NC2CCCCC2)c2ccccc21	42*	/	-3	18	-4	3	1	/	9
O=C(COc1nnnc2ccccc12)N1CCCc2ccccc21	4	-12	1	28	-7	-22	0.8	11	-1
CC(C)CC(NS(=O)(=O)c1ccc2c(c1)oc(=O)n2C)C(=O)NC1CCCc2ccccc21 (stereo not drawn)	-3	/	4	1	1	6	0.9	/	1
N#C/C(=C(/O)CN1C(=O)c2ccccc2C1=O)c1nc2ccccc2[nH]1	-7	-7	-10	9	-9	-2	2.1*	6	-3
Cc1nc(COC(=O)c2ccc(S(=O)(=O)N3CCCC3)cc2)cs1	-3	2	4	-8	-4	14	1.2	0	-7
Cc1cc(C(F)(F)F)nc(SCC(=O)Nc2cc(C)on2)n1	-2	-2	-14	-3	-3	-13	0.8	6	-6
CCC(=O)N1CCN=C1SCc1ccc(F)cc1	-1	-14	-15	6	-1	-3	1	12	8
O=C1SC(c2ccccc2)=N/C1=C/c1ccco1	13	-2	-11	23	59*	-5	0.7	2	-7
O=S(=O)(/N=C/c1c(O)ccc2ccccc12)c1cccs1	-9	-7	7	7	0	-10	1.2	6	-2
O=C(NCCCN1CCN(c2ccccc2F)CC1)C1CCN(S(=O)(=O)N2CCOCC2)CC1	8	11	3	15	-5	-2	1.5	-11	-1
COc1ccc(CCNC(=O)CSc2nnc(-c3cccc(C)c3)o2)cc1OC	3	32	-3	4	-2	7	1.2	-32	1
CCOC(=O)CN1NC2(CCCCC2)NC1=S	1	-6	-1	-30	1	-1	0.9	5	13
COc1cccc(CNC(=O)C2CCCN(S(=O)(=O)c3c(C)[nH]c(=O)[nH]c3=O)C2)c1 (stereo not drawn)	1	19	5	-19	3	11	1	-18	1
Brc1ccc(-c2csc(NNC3=NCCCCC3)n2)cc1	21	8	3	23	-6	6	1.3	-5	10
COCCNC(=O)C1CC(=O)N(c2ccc(F)c(Cl)c2)C1 (stereo not drawn)	/	0	/	-18	-2	/	/	0	/
COc1ccc(NC(=S)NCCN2CCOCC2)c(OC)c1	/	-6	/	7	-1	/	/	3	/
COC(=O)Cc1[nH]nc2c1C(C1C=CCCC1)C(C#N)=C(N)O2 (stereo not drawn)	0	8	2	7	-2	/	2*	-7	-6
O=C(NCCCN1CCN(c2ccc(F)cc2)CC1)c1cccc(N2CCCC2=O)c1	-5	-2	11	1	-4	-9	1.5	-1	6
CCCC(C(=O)NC1CCCC1)N(C(=O)Cn1nnc(-c2ccc(C)o2)n1)C1CCCC1 (stereo not drawn)	2	2	-6	-17	-2	-13	1.6	-2	0
CCOC(=O)C1=C(C)NC(C)=C(C(=O)OCC)C1c1ccccn1	-7	9	0	-12	-5	0	1.4	-10	-6
O=C(c1ccco1)N1CCN=C1SCc1cccnc1	-2	-6	-3	11	-6	-25	1	10	30*
COC(=O)Cc1c(C)nc2nc(-c3ccc(C)cc3)[nH]n2c1=O	1	-3	-9	-14	-5	-16	0.9	0	-1
Cc1onc(-c2ccccc2)c1C(=O)Nc1nc(-c2ccccc2)cs1	34*	-4	0	-20	-1	-5	1.6	2	-5

In a second layout: entries from further up.
molecule,PostGolgi ctrl,sEH inh,E coli WT exp,S1P2 blocker,S1P2 agonist,CD11b adhes inh,PLAP activator,sEH act,PostGolgi yeast
Brc1ccc(-c2csc(NNC3=NCCCCC3)n2)cc1,21,8,3,23,-6,6,1.3,-5,10
COc1ccc(Cc2nnc(NC(=O)c3ccc(Cl)c([N+](=O)[O-])c3)s2)cc1,0,15,-2,-8,-1,/,1.1,-15,2

Continuation.
SMILES	PostGolgi ctrl	sEH inh	E coli WT exp	S1P2 blocker	S1P2 agonist	CD11b adhes inh	PLAP activator	sEH act	PostGolgi yeast
CCCCC(c1nnnn1CCOC)N1CCN(C(=O)c2ccco2)CC1 (stereo not drawn)	-3	/	-2	/	/	-7	1.5	/	-7
NS(=O)(=O)c1ccc(Nc2ncccc2[N+](=O)[O-])cc1	14	-6	-5	-18	1	-4	1	8	2
Cn1c(-c2sc3cc(C(F)(F)F)cnc3c2-c2cccnc2)n[nH]c1=S	1	-8	5	13	-3	-37	1.9	8	2
O=C(COC(=O)CCNS(=O)(=O)c1ccc(Cl)cc1)NCc1ccco1	13	/	5	11	-4	-11	0.9	/	-6
Cc1ccc(-c2csc3ncnc(SCC(=O)c4ccc5c(c4)OCCO5)c23)cc1	2	-17	-15	4	0	-10	1.1	16	4
Cc1ccc(S(=O)(=O)N2CCOCC2)cc1C(=O)OCC(=O)N1c2ccccc2NC(=O)C1(C)C	7	0	-6	-7	1	-2	1.3	2	-5
CCCNC(=O)C1CCN(S(=O)(=O)c2ccc3nc4c(c(C(=O)O)c3c2)CCCCC4)CC1	17	5	11	16	-2	-5	1	-5	-16
COc1ccc(-c2cc(C(=O)NCCN3CCOCC3)c3ccccc3n2)cc1	7	-3	4	4	-6	-4	1.6	1	-4
CC12CC3(C)CC(C)(C1)CC(C(=O)Nc1nn[nH]n1)(C2)C3	1	10	11	5	-3	6	1.2	-7	-8
CCN(CC)c1ncc(C)c(=O)[nH]1	5	/	5	/	/	/	0.9	/	3
CCCc1cc(C(=O)Nc2c(C)n(C)n(-c3ccccc3)c2=O)no1	14	4	-2	4	-2	4	1.2	-7	0
CCN(CC)Cc1c(O)ccc2c([N+](=O)[O-])c(C)n(-c3ccc(OC)cc3)c12	/	4	/	19	-8	/	/	-4	/

Not a retest: 5 of the compounds above.
SMILES	PostGolgi ctrl	sEH inh	E coli WT exp	S1P2 blocker	S1P2 agonist	CD11b adhes inh	PLAP activator	sEH act	PostGolgi yeast
COc1ccc(-c2cc(C(=O)NCCN3CCOCC3)c3ccccc3n2)cc1	7	-3	4	4	-6	-4	1.6	1	-4
CC12CC3(C)CC(C)(C1)CC(C(=O)Nc1nn[nH]n1)(C2)C3	1	10	11	5	-3	6	1.2	-7	-8
CCN(CC)c1ncc(C)c(=O)[nH]1	5	/	5	/	/	/	0.9	/	3
CCCc1cc(C(=O)Nc2c(C)n(C)n(-c3ccccc3)c2=O)no1	14	4	-2	4	-2	4	1.2	-7	0
CCN(CC)Cc1c(O)ccc2c([N+](=O)[O-])c(C)n(-c3ccc(OC)cc3)c12	/	4	/	19	-8	/	/	-4	/

(next part)
SMILES	PostGolgi ctrl	sEH inh	E coli WT exp	S1P2 blocker	S1P2 agonist	CD11b adhes inh	PLAP activator	sEH act	PostGolgi yeast
CCOc1ccccc1CNC(=O)Cn1c(=O)oc2ccccc21	-6	6	1	12	-4	-4	0.8	-7	-5
O=C(Nc1ncnc2c1ncn2C1OC(COC(=O)c2ccccc2)C(F)C1O)c1ccccc1 (stereo not drawn)	2	10	-1	4	-7	0	1.6	-8	-1
Cc1cc(Cl)c(S(=O)(=O)Nc2ccc3c(c2)OCO3)cc1OCC(N)=O	14	3	-3	-16	1	-3	1.3	0	8
CCOc1ccc(OCC(=O)Nc2ccc(S(=O)(=O)Nc3cc(C)nc(C)n3)cc2)cc1	-1	6	9	4	-2	7	1.4	-3	3
COc1ccc(N2CCN(c3ccc(N)cc3C#N)CC2)cc1	9	6	-4	-3	-1	-21	0.9	-6	-4
COc1cccc(CSc2nnc(CSc3nc4nc(C)cc(C)n4n3)s2)c1	13	-2	-14	-40	2	-3	2.1*	3	0
CCCCCCOc1cccc(N)c1	12	-12	13	11	-2	-22	1	11	-10
O=C(Oc1cccc(NC(=O)c2ccco2)c1)c1cccc(S(=O)(=O)N2CCCC2)c1	11	/	-9	11	-7	4	0.9	/	4
CCOC(=O)Cn1c(=O)oc2cc(S(=O)(=O)NCCCc3ccccc3)ccc21	-4	-2	-1	6	-6	16	0.8	1	-12
CN(C)c1ccc(C(=O)c2ccc(O)cc2O)cc1	/	-7	/	-29	-3	/	/	7	/
CCN(CC)CCCN1C(=O)c2oc3ccccc3c(=O)c2C1c1cccs1 (stereo not drawn)	13	2	-14	-8	2	-7	1.6	-2	9
O=C(Nc1cccc(OC(=O)c2cccnc2)c1)c1cccnc1	18	14	6	-18	-5	/	1.1	-12	-12
CCOc1ccccc1OCC(=O)NC1CCCCC1	17	-12	1	9	-2	-3	0.9	10	-2
COc1nc(NCc2ccc(Cl)cc2)nc(OC)n1	29	-7	-1	-3	-6	3	1	7	15
CCN(CC)c1ccc(CNc2ccc(Br)cn2)cc1	7	5	-5	17	-6	-1	1.1	-4	-9
COc1cccc(/C=N/n2c(C)nc3ccccc32)c1OC	19	-8	5	-9	-7	/	1.2	6	14
Cc1cccc(N2CC34C=CC(O3)C(C(=O)O)C4C2=O)c1 (stereo not drawn)	4	0	5	7	-3	5	0.9	1	3
Cc1nn(-c2ccccc2)c(C)c1/C=N/n1c(-c2ccc(C(C)(C)C)cc2)n[nH]c1=S	18	1	5	-12	-3	/	1.3	3	1
